Screens from PubChem BioAssay.
NPYLR7 agonist = mosquito NPYLR7 agonism | HEK293T NPYLR7/Galpha15, GCaMP6s calcium fluorescence | activation, % at 10 µM | 0.15% of 270,000 active; in the data active means activation above about 40%;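 further: 0% = vehicle and 100% = reference agonist at the receptor; some compounds past the cut are filed as inactive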
hcGAS lum = blocks human cGAS activity. Q8N884. recombinant h-cGAS, ATP depletion, Kinase-Glo luminescence. inhibition, % at 12.5 µM. 0.081% of 290,000 active. AID 1259398;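 further: 0% = vehicle reaction and 100% = reaction without DNA for no activity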
Target sequence (Q8N884 whole entry, looked up): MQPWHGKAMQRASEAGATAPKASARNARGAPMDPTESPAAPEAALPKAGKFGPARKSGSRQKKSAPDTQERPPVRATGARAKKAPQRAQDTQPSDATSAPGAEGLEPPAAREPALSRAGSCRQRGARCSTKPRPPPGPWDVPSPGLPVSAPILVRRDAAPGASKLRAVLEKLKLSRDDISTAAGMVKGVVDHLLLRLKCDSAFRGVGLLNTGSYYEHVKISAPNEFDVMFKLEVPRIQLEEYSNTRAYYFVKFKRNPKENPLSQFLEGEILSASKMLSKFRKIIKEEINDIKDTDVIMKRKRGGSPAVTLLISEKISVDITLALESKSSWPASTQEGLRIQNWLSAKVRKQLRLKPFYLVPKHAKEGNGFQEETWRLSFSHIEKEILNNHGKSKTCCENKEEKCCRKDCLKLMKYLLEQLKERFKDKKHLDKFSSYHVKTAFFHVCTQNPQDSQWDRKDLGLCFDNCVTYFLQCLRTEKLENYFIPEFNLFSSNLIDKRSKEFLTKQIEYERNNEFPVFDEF
mcGAS inh = mouse cGAS inhibition by luminescence. recombinant cGAS, Kinase-Glo ATP depletion luminescence. inhibition, % at 12.5 µM. 0.15% of 160,000 active. AID 1259399;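 further: 0% = negative control wells and 100% = reference inhibitor with no enzyme activity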
* = called active by the depositor; nt = not tested or not shown; & = joins results of further samples. Unless noted, no stated cut-off is given here; in the data, active means inhibition above about 40%; inactive means the rest.

Structure	NPYLR7 agonist	mcGAS inh	hcGAS lum
COc1nc(N(C)S(=O)(=O)c2ccc(C)cc2)nc(C)c1Cl	1	-5	-3
Cc1ccc2nc(C)cc(C(=O)O)c2c1	-4	nt	-7
O=C(CCC1CCN(C(=O)C2CC(=O)N(Cc3ccccn3)C2)CC1)NC1CC1 (centres undefined)	-1	-8	-4
CC(=O)C1=C(c2cccc([N+](=O)[O-])c2)N(C(C)=O)n2c(nnc2C2CCCCC2)S1	4	nt	-10
O=c1c2cnc3nc(-c4ccccc4)nn3c2ccn1CCc1cccs1	4	nt	-3
CCOC(=O)CN1C(=O)CCN(C(=O)c2ccc(NC(C)=O)cc2)CC(OC)c2ccccc21 (centres undefined)	1	-7	-6
CC(C)(C)c1ccc(N=Nc2c(O)[nH]c3ccccc23)cc1	-2	nt	-2
CCOC(=O)c1cnc(-c2ccncc2)nc1N1CCCCCCC1	-6	-7	-11

The last 2 entries of the part above open the next one.
Structure	NPYLR7 agonist	mcGAS inh	hcGAS lum
CC(C)(C)c1ccc(N=Nc2c(O)[nH]c3ccccc23)cc1	-2	nt	-2
CCOC(=O)c1cnc(-c2ccncc2)nc1N1CCCCCCC1	-6	-7	-11
Cc1noc(C)c1CSCc1cc(=O)oc2cc3c(cc12)CCC3	1	-5	-7
CC1CCCN(C(c2ccc(F)cc2)C2Sc3nc(-c4ccco4)nn3C2=O)C1 (centres undefined)	7	5	2
CN(Cc1nc(-c2ccccc2)no1)C(=O)C1CC2(CCNCC2)CN1 (centres undefined)	19	nt	-3
COc1cc(O)c(C(C)=O)c(OC)c1	-9	-3	-2
Cc1ccc(CNC(=O)Nc2nn(Cc3ccc(C(F)(F)F)cc3)c3ccccc23)cc1	14	-5	-7
COc1ccc(-c2nc(C=CC(=O)N3CCN(C(C)=O)CC3)cs2)cc1	3	nt	1
COC(=O)c1cn(CC(=O)NC(C)C(C)(C)C)nn1 (centres undefined)	2	nt	-10
Cc1ccccc1CCNC(c1cccc(C#N)c1)P(=O)(O)O (centres undefined)	11	nt	-6

2 compounds from above, reduced to NPYLR7 agonist.
canonical_smiles | NPYLR7 agonist
Cc1noc(C)c1CSCc1cc(=O)oc2cc3c(cc12)CCC3 | 1
Cc1ccccc1CCNC(c1cccc(C#N)c1)P(=O)(O)O (centres undefined) | 11

Next results
Structure	NPYLR7 agonist	mcGAS inh	hcGAS lum
CCSCC(C)N(C)C(=O)c1ccc2[nH]c(=S)oc2c1 (centres undefined)	9	nt	-11
CC(C)C(C(=O)N1CCC(C(N)=O)C1)c1ccc(Cl)cc1 (centres undefined)	1	nt	-2
O=c1n(Cc2noc(C3CC3)n2)nc(C2CCNCC2)n1-c1ccccc1	2	nt	-8
O=C(CN1C(=O)NC(CCc2ccccc2)C1=O)N1CCCCCC1 (centres undefined)	1	-11	-4
Cc1ccc2c(c1)C1(NCCS1)C(=O)N2Cc1ccccc1 (centres undefined)	3	nt	0
C#CCN(Cc1nc(N2CCN(C(=O)c3ccco3)CC2)c2ccccc2n1)C1CCCCC1	17	-8	-3
CCC(C(=O)N1C[C@@H]2[C@H](C1)[C@H]1CC[C@@H]2O1)n1cccn1 (some centres undefined)	0	nt	-2
O=C(O)C(O)C(O)(Cc1ccc(O)cc1)C(=O)O (centres undefined)	9	-1	0
O=C(Cc1ccc(OC(F)(F)F)cc1)NCC1(O)CCOCC1	5	nt	-3
CC(C)(C)c1noc(COc2ccc(O)cc2)n1	10	-15	-3
COCCN1C[C@H]2COc3cc(OC)ccc3[C@H]2N(S(=O)(=O)c2ccccc2)CCC1=O	27	-6	-5
COCc1nc(CN2CCC(N(C)Cc3ncc(C)o3)C2)cs1 (centres undefined)	4	nt	-2
CCNC(=O)c1cccc(NC(=O)CN2CCC3CCCCC3C2)c1 (centres undefined)	7	nt	-5
Cc1ccc(C2(O)CCN(C(=O)c3cn4cc(Cl)ccc4n3)CC2)nc1	1	-16	-7
Cc1nn(CC(=O)NC(C)c2cccc3ccccc23)c(=O)c(C#N)c1C (centres undefined)	-1	nt	-8
Cc1ccc(C)c(S(=O)(=O)N2CCCC2CNC(=O)C(=O)NCc2ccccc2)c1 (centres undefined)	9	nt	-7
COc1cccc(C(=O)N(Cc2nccn2Cc2ccccc2Cl)CC2CC2)c1	5	-4	2
Cc1ccccc1-c1nc(CN2CCN(c3ccccc3)C(=O)C2)c(C)o1	-5	nt	3
CC1=CC[C@@H]2CN(C(=O)Cc3ccc(-n4nnnc4C)cc3)C[C@@H]2C1	4	nt	-5
C=CC[C@@H]1CC=C[C@@H](C)N1C(=O)c1cn(Cc2ccccc2Cl)nn1	7	nt	-13
CCS(=O)(=O)c1ncc(CN2CCSCC2)n1CCCc1ccccc1	8	nt	-10
COCCn1c(=O)c2c(nc3n2CCCN3c2ccc(OC)cc2OC)n(C)c1=O	-2	nt	-8
O=S(=O)(c1ccc(Cl)cc1)N1CCSC1c1ccco1 (centres undefined)	-4	nt	-8
Cc1c(C(F)(F)F)nc(-c2ccc(CN3CCN(C)C(=O)C3)cc2)[nH]c1=O	-5	-16	-5
Cn1c2c(c(=O)c3ccc(Cl)cc31)CCO2	8	-4	-2
CCOc1ccc(/C=C2\N=C(C3CCCCC3)OC2=O)c(O)c1	-9	nt	-3
CCOC(=O)CNC(=O)CSc1nnc2n1CCN2c1ccc(OC)cc1	-1	-10	-5
O=C(O)c1csc(CSc2nnc(-c3ccncc3)n2-c2cccc(C(F)(F)F)c2)n1	49*	1	1
Cc1ccc2nc(-c3ccc(Cl)cc3)c(NC(C)(C)CC(C)(C)C)n2c1	-4	-7	-6
CCOC(=O)c1c(NC(=O)COc2ccccc2)sc(C(=O)Nc2ccccc2F)c1C	2	1	2
CC1(c2ccc(Br)cc2)NC(=O)N(CN2CCc3sccc3C2)C1=O (centres undefined)	16	nt	-3
Cc1ccc(C(=O)Nc2cc(C#N)c3sc4ccccc4n3c2=O)cc1	16	nt	-12
CC(=O)c1cc(C#N)c(SCC(=O)c2ccc(O)c(O)c2)nc1C	-6	-7	-7
Cc1cc(C(=O)Nc2cccc(NC(=O)Cc3ccccc3)c2)n[nH]1	-3	-16	-2
CCOC(=O)c1nn(-c2ccc(Cl)cc2)c(=O)c2c(NC(=O)CCCCl)scc12	10	-6	-6
O=C1O[C@H](C(O)CO)C(O)=C1O (some centres undefined)	-9	nt	2
NC(=O)C1(c2nc(CCc3ccccc3)nn2-c2ccccn2)CC1	0	nt	2
C=CCn1c(SCC(=O)NCc2ccccc2Cl)nc2c([nH]c3ccccc32)c1=O	1	-7	5
CCCN1C(=O)CC[C@H]2CN(C(=O)CCC3=NNC(=O)CC3)CC[C@H]21	nt	-6	-1
Cc1ncoc1C(=O)N1CCC(Oc2ccc(C(=O)NCCc3ccccc3)cc2)CC1	4	-9	-7
COc1ccc(C(=O)Nc2c(N)nc(SCC(=O)Nc3ccc(C)cc3)[nH]c2=O)cc1OC	2	-6	-7
Cc1c(Cl)cccc1NC(=O)CCC(=O)N/N=C\c1ccc[nH]1	-11	-7	-7
Cc1cc(C(=O)OC(C)C(=O)NC(C)(C)C)c(C)n1Cc1ccco1 (centres undefined)	14	nt	2
COc1cccc(CSc2nnc(C(C)NC(=O)Nc3ccccc3OC)n2-c2cc(Cl)ccc2C)c1 (centres undefined)	16	-4	-4
COc1ccc(C(=O)NC2CC2)c(OC2CCN(Cc3cnc(N(C)C)s3)CC2)c1	6	nt	1
O=C1CC(C(=O)O)c2ccccc21 (centres undefined)	-3	-5	0
Nc1nnc(SCCOc2ccccc2)s1	0&-1	-7&-1	-4&3
Cc1nc(OCC(=O)NCC2CCCCC2)c2ccccc2n1	-3	-9	-15
CCC(=O)C1=C(c2ccc3c(c2)CCCC3)N(C(=O)CC)n2cnnc2S1	11	nt	1
Nc1cc(-c2cccs2)nn1C1CCS(=O)(=O)C1 (centres undefined)	3	nt	-2
Nc1c(Cl)cc(S(N)(=O)=O)cc1Cl	0&10	-5&-3	-10&-4
COC(=O)c1noc(C(=O)OC)c1O	-2&-6	-6	-13&-7
Cc1[nH][nH]c(=O)c1CC(=O)N1CCCC2(CCC(=O)N(C3CCCC3)C2)C1 (centres undefined)	nt	-7	-15
CCc1ccccc1NC(=O)c1cc(-c2cccc(OC)c2)nc2ccccc12	1	-7	-5
O=C(Nc1cccnc1N1CCN(C(=O)c2ccc(-c3cccc(Cl)c3)s2)CC1)c1ccc2c(c1)OCO2	23	-7	-1
Cc1n(CC(O)COCC2CC=CCC2)c2ccccc2[n+]1C (centres undefined)	2	nt	-4

(list continues)
Structure	NPYLR7 agonist	mcGAS inh	hcGAS lum
COc1cccc(OC)c1-c1ccc(-n2cncc2C(=O)NC2CCC[C@H]2OCc2ccccc2)cc1 (some centres undefined)	11	-5	-2
COCCN(Cc1csc(COc2cc(C)cc(C)c2)n1)C(=O)Cc1ccccc1	-3	1	-1
COc1ccc(C)cc1NC(C)C(=O)Nc1sc2c(c1C#N)CCCCC2 (centres undefined)	-5	nt	-8
Cc1cc(N2CCC3(CC2)CNC(=O)O3)nc(-c2ccccc2)n1	3	-17	-4
COCc1c(C(=O)N2CCCC3(CN(C)C(=O)O3)C2)noc1C (centres undefined)	5	nt	-7
C=CCOc1ccc(Br)cc1CNC(C)(C)CO	-4	nt	3
O=P1(NCc2cccnc2)C=C(c2ccccc2)SC(c2ccccc2)=C1	0	nt	6
CCOC(=O)c1c(NC(=O)c2cccc(Cl)c2)sc2c1CCN(c1ccc(Cl)nc1)C2	20	-4	-11
CC(=O)c1cc(C(=O)N(CC2CCN(C3CCCC3)CC2)CC2CCCO2)cs1 (centres undefined)	9	nt	-11
Cc1ccc(N2C(=O)C(c3c(C)[nH]n(-c4ccc(Cl)cc4)c3=O)=C([n+]3ccccc3)C2=O)cc1	5	-8	-3
CC(C)c1cc(CN(C)C(=O)c2cc(Cn3cnc4ccccc43)[nH]n2)on1	15	nt	-1
Cc1nc(C)c(Cc2ccc(Cl)cc2Cl)c(N2CCN(C(=O)c3cccs3)CC2)n1	2	1	4
O=C(CSc1nc2cc(F)c(F)cc2[nH]1)N1CCC(c2ccccc2)=N1	7	nt	-9
Cc1[nH]cnc1CN(C)C1CC(C)(C)NC(C)(C)C1	-4	0	-1
COc1ccccc1C(=O)Nc1ccc2c(c1)CN(Cc1csc(C(C)=O)c1)CC2	14	nt	-4
CC1N(C)c2ccc(C=Cc3sc4ccccc4[n+]3C)cc2C1(C)C (centres undefined)	5	nt	-57
O=C(NC1CCCCC1)C1CCCN(Cc2cc(Cl)c3c(c2)OCO3)C1 (centres undefined)	2	-3	10
CCOC(=O)c1nc(-c2cccs2)oc1N	-4	1	1
O=C(OCC(=O)N1CCOCC1)c1cccs1	3	-6	-4
CCOc1ccc(-c2ccc(OCCNC(=O)C3CC3)nn2)cc1	-1	-8	-9
Cc1sc(-c2ccco2)nc1C(=O)NCC(F)(F)F	1	-7	-18
COc1ccc(OC)c(S(=O)(=O)NC(=O)C2(C)CCN2C(=O)C2CCCCC2)c1 (centres undefined)	6	nt	-6
O=C(O)C1CCCN(CCC=C(c2ccccc2)c2ccccc2)C1 (centres undefined)	2	-4	1
CCOC(=O)Oc1ccc2c(C)c(CC(C)OC(=O)OCC)c(=O)oc2c1 (centres undefined)	-4	nt	6
OCCCc1cn(C2CCN(C/C=C/c3ccc(F)cc3)CC2)nn1	-2	-11	-8
OC(c1ccccc1)(c1ccccc1)C1CCN(Cc2ncc[nH]2)CC1	-2	nt	-2
COc1ccc(C=C2N=C(c3cccc(S(=O)(=O)N(C)C)c3)OC2=O)cc1	1	-2	-11
CCCn1nc(C)c(CNC(=O)C2CCN(C(C)=O)CC2)c1C	-1	nt	-5
COCC(=O)N(Cc1ccc(OS(=O)(=O)C(C)C)cc1)C1CC1	32	-5	-9
O=C(c1ccccc1)[C@@H]1[C@@H]2CC[C@@H](C2)[C@@H]1C(=O)O	6	nt	5
CCCn1c(N)c(-c2csc(-c3cccc(C)c3)n2)c(=O)n(C)c1=O	5	nt	-8
O=C(CN1CCCC1)N1N=C(c2ccco2)CC1c1cn(-c2ccccc2)nc1-c1ccccc1 (centres undefined)	1	-6	-1

As a working copy, two of the compounds above.
Structure	NPYLR7 agonist	mcGAS inh	hcGAS lum
COc1nc(N(C)S(=O)(=O)c2ccc(C)cc2)nc(C)c1Cl	1	-5	-3
Cc1ccc2nc(C)cc(C(=O)O)c2c1	-4	nt	-7

The list continues.
Structure	NPYLR7 agonist	mcGAS inh	hcGAS lum
CS(=O)(=O)N(CC(=O)N1CCN(c2cccc(Cl)c2)CC1)c1ccc(Cl)c(Cl)c1	-3	-3	-7
N#CCO/N=C(/c1ccccc1)c1ccncc1	0	-6	-5
CC(C)Nc1ccnc(N2CCC(n3cc(-c4ccsc4)nn3)CC2)n1	7	nt	-8
COc1ccc(C(C2Sc3nc(C)nn3C2=O)N2CC(C)OC(C)C2)cc1OC (centres undefined)	3	nt	-8
COc1ccc(C(=O)NC(=S)N(C)C2CCCCC2)cc1I	0	nt	4
CCOC(=O)CSc1ccc(NC(=O)c2cccc(F)c2)nn1	-1	nt	4
CCN(CC(=O)NC(C)(C)C)C(=O)C1CC2CCCC(C1)C21SCCS1 (centres undefined)	5	-5	-5
O=C(NCc1ccc(Cn2cccn2)cc1)c1cnn(Cc2ccccc2Cl)c1	8	nt	0
